Compound activity deposited in PubChem by School of Medicine, Indiana University.
FECH block: inhibitors of human ferrochelatase; P22830; purified FECH, Ni-mesoporphyrin absorbance 550 nm; calls only at 10 µM (by protocol); hit rate 3.3% among 20,000; AID 1671448;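 active = enzyme reaction rate more than 3 SD below the solvent-only control wells on the same plate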;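 also: lower slope than DMSO wells means FECH inhibition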
Target sequence (P22830 whole entry, looked up): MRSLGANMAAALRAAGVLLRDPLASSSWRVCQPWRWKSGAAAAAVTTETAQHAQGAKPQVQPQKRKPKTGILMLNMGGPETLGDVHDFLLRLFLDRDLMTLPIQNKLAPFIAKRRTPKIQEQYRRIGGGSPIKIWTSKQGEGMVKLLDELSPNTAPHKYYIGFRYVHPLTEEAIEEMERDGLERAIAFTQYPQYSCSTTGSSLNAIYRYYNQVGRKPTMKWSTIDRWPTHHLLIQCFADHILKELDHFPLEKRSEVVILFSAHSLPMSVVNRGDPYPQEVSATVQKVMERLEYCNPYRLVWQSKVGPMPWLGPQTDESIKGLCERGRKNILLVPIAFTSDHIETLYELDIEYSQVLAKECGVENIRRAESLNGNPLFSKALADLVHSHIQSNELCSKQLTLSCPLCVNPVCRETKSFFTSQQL
Calls only; i = inactive; + = active, no number.

compound | FECH block
COc1c(F)cccc1C(=O)N1CCN(c2ncccc2C)CC1 | i
C/C(=C\c1ccco1)CN1CCOC(CCNS(C)(=O)=O)C1 (stereo not given) | i
COc1ccc(N2C(=O)CCS2(=O)=O)cc1S(=O)(=O)N1CCc2ccccc21 | i
Cc1ccc(-c2noc(C3CCN(C(=O)CNC(=O)c4ccccc4)CC3)n2)cc1 | i
Cc1ccc(N2C(=O)CCS2(=O)=O)cc1S(=O)(=O)N1CCc2ccccc21 | i
Cc1[nH]cnc1CSCCn1cnc(-c2ccccc2)c1-c1cnn(C)c1 | i
Cc1ccc(OCc2cc(=O)n3oc(C)cc3n2)c(NC(=O)c2cccc(Br)c2)c1 | i
COc1cccc(NC(=O)c2nc(N3CCCC3)c3oc4ccccc4c3n2)c1 | i
CCOc1ccc(N(Cc2nc3nc(C)cc(C)n3n2)C(=O)C(C)(C)C)cc1 | i
CCOc1ccc(S(=O)(=O)NCc2nc3cccnc3n2Cc2cccc(C)c2)cc1 | i
CN1CCc2[nH]nc(C(=O)N3CCc4c(nc[nH]c4=O)C3)c2C1 | i
CCc1cnc(N2CCc3nnc(CNC(C)=O)n3CC2)nc1 | i
OCCN1CCN(c2nc(Nc3ccccc3)c3cnn(-c4ccccc4)c3n2)CC1 | i
O=c1[nH]nc(CCn2cccn2)n1-c1cccc(Br)c1 | i
COc1ccc(OC)c(NC(=O)CN2C(=O)CC(c3ccccc3)=Nc3ccccc32)c1 | i
CCCCC(=O)N1CCC2(CC1)CN(CC(=O)OCC)CCN2C | i
CN1CCCN(CC(=O)N2CCN(CC3CCCO3)CC2)CC1 (stereo not given) | i
COc1cccc(C(=O)N(Cc2nc3nc(C)cc(C)n3n2)c2ccccc2)c1 | i
Cc1cc(C)n(CC(C)NCc2nc(C3CCCCC3)no2)n1 (stereo not given) | i
Cc1cc(NC(=O)COc2ccc(F)cc2)n(-c2ncnc3c2cnn3-c2cccc(Cl)c2)n1 | i
O=C1CCCN1c1ccc(CNc2nccc(CCC(F)(F)F)n2)cc1 | i
CCOCCCNc1nc(Nc2ccccc2C)c2cnn(-c3ccccc3)c2n1 | i
CC(C)NC(=O)[C@@H]1C[C@@H](N)CN1Cc1cccn1-c1ccccn1 | i
COc1ccc(S(=O)(=O)NCCn2c(CCc3ccccc3)nc3cccnc32)cc1 | i
CCC(CC)C(=O)NC1CC(=O)N(c2cccc(OC)c2)C1 (stereo not given) | i
CCSc1nnc(NC(=O)CN2C[C@H](O)[C@@H](N3CCCC3)C2)s1 | i
Cc1noc(C)c1CNC(C)COc1ccc2ccc(=O)oc2c1 (stereo not given) | i
COc1ncccc1-c1cc(N)nc(N2CCCC2)n1 | i
NC(=O)c1cccc(CC2CCN(C(=O)c3ccc4c(c3)OCO4)C2)c1 (stereo not given) | i
O=C(NCc1ccccc1)c1nc[nH]c1C(=O)NCc1cccnc1 | i
CN1CCN(CCC(F)(F)F)CC12CCN(C(=O)CC1CCCC1)CC2 | i
CC(C)=CC(=O)NCCC1CN(Cc2cnc(C)nc2)CCO1 (stereo not given) | i
NS(=O)(=O)c1ccc(NC(=O)c2noc3c2CCCC3)cc1 | i
Cc1noc(C)c1-n1c(C2CCCN(C)C2)n[nH]c1=O (stereo not given) | i
Cc1cccc(-c2cc(N3CCN(S(=O)(=O)c4cnn(C(F)F)c4C)CC3)ncn2)c1 | i
COc1ccc2nc(CCN(C)Cc3cc4n(n3)CCCNC4)[nH]c2c1 | i
CCN1CCN(c2nc(C)c3cc4c(cc3n2)CCC4)CC1 | i
COc1ccc(CNC(=O)C(c2cccc(C)c2)N(C)C)c(F)c1F (stereo not given) | i
Clc1cnc(N2CCN(Cc3ccccc3Cn3cccn3)CC2)nc1 | i
COCc1cc(CNC(=O)c2csc(-c3cccs3)n2)[nH]n1 | i
CCSc1ncc(CN2CCN(c3nc(C)ncc3C)CC2)cn1 | i
Cc1cc(C)c(-c2ccc(C(O)CN3CCOCC3)cc2)c(C)c1 (stereo not given) | i
CCc1ncc(CN2CCC(CNC(=O)C3CCCCC3)C2)cn1 (stereo not given) | i
CC(NC(=O)c1nc2ccccc2n(C)c1=O)c1ccccc1 (stereo not given) | i
COc1ccc(F)c(CN2CCC(NS(C)(=O)=O)CC2)c1Cl | i
CC(C)Cc1ncc2c(n1)CN(C(=O)c1ccccc1-n1cccn1)C2 | i
COc1ccc(Nc2cc(C)nc(Nc3ccc(NC(=O)c4cccc(F)c4)cc3)n2)cc1 | i
CCCSc1ncc(CN2CCN(C)C(=O)C2C)cn1 (stereo not given) | i
O=[N+]([O-])c1cccc(S(=O)(=O)NCc2nc3cccnc3n2Cc2ccccc2)c1 | i
CC(C)NC(=O)CSc1nc(-c2cccc(Cl)c2)nc2cc(=O)[nH]n12 | i
Fc1ccc(Nc2nc(N3CCN(c4ccc(F)cc4)CC3)nc3c2cnn3-c2ccccc2)cc1 | i
Cn1c(C(=O)N2CCCC(C(=O)NCCc3ccc(S(N)(=O)=O)cc3)C2)cc2sccc21 (stereo not given) | i
CC(C)c1cc(C(=O)N2CCC(O)(CO)CC2)cs1 | i
CCCN(CCC)c1nc(Nc2ccccc2)c2cnn(-c3ccccc3)c2n1 | i
Cc1cc(C)n2nc(CN(C(=O)c3ccc(F)cc3)c3ccc(F)cc3)nc2n1 | i
Cc1ccsc1[C@@H]1CCN(C(=O)c2nc3c(s2)CCCC3)C[C@H]1O | i
Cc1ccc2c(c1)c(CNc1nc(-c3ccncc3)nc3c1CNC3)nn2C | i
CCc1cn[nH]c1C1CCN(C(=O)c2cc(OC)nc3ccccc23)CC1 | i
Cc1[nH]c(=O)[nH]c(=O)c1CN1CCc2onc(-c3ccccc3F)c2C1 | i
CCO[C@H]1COC[C@@H]1NC(=O)c1onc2ccccc12 | i

Remaining list, next part
compound | FECH block
Cc1cccc(-c2cc(N3CCN(C(=O)NC(C)(C)C)CC3)ncn2)c1 | i
Cc1ccc(-c2cc(N3CCN(S(=O)(=O)c4ccccc4)CC3)ncn2)cc1 | i
CCCc1cc(N2CCCCC2C)n2nc(-c3cccnc3)nc2n1 (stereo not given) | i
CCOC(=O)CNc1ccccc1C(=O)N1CCCC1c1c(C)noc1C (stereo not given) | i
CCc1ccc(S(=O)(=O)N2CCN(Cc3nc4cccnc4n3-c3ccccc3)CC2)cc1 | i
CCOC(=O)Cn1c(=O)n(-c2ccc(C)c(C)c2)c2nc(-c3ccccc3C)nc(C(N)=O)c21 | i
CCOc1ccc(N(Cc2nc3nc(C)cc(C)n3n2)C(=O)COc2ccccc2)cc1 | i
CC(C)(C)c1cc(-c2nccn2Cc2ccc3c(c2)OCO3)n[nH]1 | i
CC(=O)N1CCC(N2CCCC2c2nc(-c3ccncc3)no2)CC1 (stereo not given) | i
COc1ccccc1-n1nc(C(C)C)nc1CSc1ccncc1 | i
O=C(c1csc(S(=O)(=O)NCc2ccccc2)c1)N1CCCC1 | i
CC(C)c1nc(CCN(C)C(=O)c2ccc(Cl)cn2)no1 | i
COc1ccc(CN2CCCN(CC(=O)Nc3ccc(F)c(Cl)c3)S2(=O)=O)cc1 | i
Cc1ccc2[nH]cc(-c3ccc4cc[nH]c(=O)c4c3)c2c1 | i
c1ccc(CCc2nc(C3[C@@H]4[C@H]5CC[C@H](C5)[C@H]34)n[nH]2)cc1 (stereo not given in full) | i
CCOC(=O)c1c(NC(=O)c2ccc(Br)s2)sc2c1CCN(C(C)C)C2 | i
CCCn1nnc2cc(C(=O)NC(C)C(=O)Nc3ccc(S(N)(=O)=O)cc3)ccc21 (stereo not given) | i
Cc1ccccc1-c1ncc(CN(C)Cc2n[nH]c3c2CCC3)s1 | i
CCNS(=O)(=O)c1ccc2c(c1)CCN2C(=O)CCC(=O)N1CCOCC1 | i
Cc1cccc(N2C(=O)N(Cc3ccc(C)c(C)c3)c3ccccc3S2(=O)=O)c1 | +
CC(C)NC(=O)Cn1c(=O)n(CC2CCC(C(=O)N3CCCCC3)CC2)c(=O)c2sccc21 (stereo not given) | i
CCCN(Cc1nccn1C)C(=O)c1oc(CC)nc1C | i
CCCc1cc(Sc2ccc(NC(=O)Nc3ccc(F)cc3F)cc2)n2ncnc2n1 | i
Cc1cc(C)n(CCC(=O)N(C)CCc2noc(C(C)C)n2)c(=O)n1 | +
Cc1ccc(-c2nc3cccnc3n2CCNS(=O)(=O)c2ccc(F)cc2)cc1 | i
O=C1O[C@@H]2CN(Cc3cccnc3)C[C@@H]2N1CCCN1CCOCC1 | i
c1ccc(C(Cn2ccnc2-c2cccnc2)N2CCCCCC2)cc1 (stereo not given) | i
CC(C)NC(=O)c1nc[nH]c1C(=O)NCC1CC1 | i
Cc1ncc(-c2cc(C(=O)N3CCN(C)C(=O)C3C)c3cccc(C)c3n2)cn1 (stereo not given) | i
CCCc1c(C)nc2ncnn2c1Sc1ccc(NC(=O)c2ccc(F)cc2)cc1 | i
CCN1CCc2c(sc(NC(=O)CN3C(=O)CCC3=O)c2-c2nc3ccccc3s2)C1 | i
O=C(NCCC1COc2ccccc2O1)c1ccc(N2CCSCC2)nc1 (stereo not given) | i
COC(=O)c1cc(N2C[C@H]3CC=C(C)C[C@H]3C2)ncn1 | i
NC(=O)c1ccnc(N2CCC(N3CCCC3=O)CC2)c1 | i
COc1cccc(-n2cnnc2C(c2ccccc2)c2ccccc2)c1 | i
Cc1cccc(-c2ccc(N3CCC(C(=O)NCC(C)C)CC3)nn2)c1 | i
NC(=O)c1cncc(N2CCN(Cc3ccc(-n4ccnc4)cc3)CC2)n1 | i
CC(=O)Nc1nc2n(n1)C(c1c(F)cccc1Cl)C=C(c1ccc(Cl)cc1)N2 (stereo not given) | i
CSc1cccc(CN(C)Cc2ccc(O)c(O)c2)c1 | i
C=Cc1ccc(CSc2nc(-c3ccc(Cl)cc3)nc3c2Cc2c(CO)cnc(C)c2O3)cc1 | i
O=C(Cn1ncnn1)N1CCOc2c(O)cc(-c3cccc(Cl)c3)cc2C1 | i
Clc1ccc(Nc2nc(N3CCN(c4ccccc4)CC3)nc3c2cnn3-c2ccccc2)cc1 | i
Cn1c(=O)c2c(-c3ccccc3F)c(Nc3ccccc3)oc2n(C)c1=O | i
Cc1cc(Sc2ccccc2NC(=O)c2cccc(Cl)c2)n2nc(-c3ccccc3)nc2n1 | i
O=C(NCc1ccco1)C1CCN(c2ccc(-c3cccs3)nn2)CC1 | i
O=c1c(NCCc2ccccc2)c(-c2ccc3c(c2)CCCC3)c1=O | i
Cc1cccc(-c2nc3nc(CN4CCCC4)cc(=O)n3[nH]2)c1 | i
OC[C@H]1CCN(c2ccc3cccc(Cl)c3n2)C[C@H]1O | i
Cc1nc2c(c(=O)n1C)CN(S(=O)(=O)NCc1ccccc1)C2 | i
Cc1ccc(OCc2cc(=O)n3oc(C)cc3n2)c(NC(=O)c2ccccc2F)c1 | i
COc1ccc(OC)c(S(=O)(=O)N2CCN(Cc3nc4cccnc4n3-c3ccccc3)CC2)c1 | i
CCc1ccc2c(c1)-c1ccccc1S(=O)(=O)N2CC(=O)NCCSC1CCCCC1 | i
c1ccc(CN2CCC(NCc3ccc4nonc4c3)CC2)nc1 | i
COc1ccc(N2C(=O)CCS2(=O)=O)cc1S(=O)(=O)Nc1ccccc1C(F)(F)F | i
CC(NCCOc1ccccc1)C(=O)NC1CCCC1 (stereo not given) | i
COc1cccc(-c2c(Nc3ccccc3C)oc3c2c(=O)n(C)c(=O)n3C)c1OC | i
CN1CCC(C)(CN(C)Cc2ccc(-n3ccnc3)cc2)C1 (stereo not given) | i
CCCSc1ncc(CN(C)Cc2n[nH]c3c2CCCC3)cn1 | i
Cc1ccc2nc(CNC(=O)CN3C(=O)CCc4cc(S(=O)(=O)N5CCCC5)ccc43)[nH]c2c1 | i
Cc1nc(C)n(CC(C)C(=O)N2CCc3c(ncnc3N(C)C)C2)n1 (stereo not given) | i

Next section.
compound | FECH block
CCOc1cccc(C[C@@H]2CC[C@H](CN3CCOCC3)O2)c1 | i
CCc1cccc(C)c1NS(=O)(=O)c1cc(C(=O)N2CCCC2)cs1 | i
CCN(Cc1ccccc1)S(=O)(=O)c1cc(C(=O)N2CCCC2)cs1 | i
CCC(CC)n1nc(C)cc1NC(=O)C(C)Cn1cncn1 (stereo not given) | i
COc1ccc(N2C(=O)CCS2(=O)=O)cc1S(=O)(=O)NCc1ccccn1 | i
c1cc(CNc2cc(-c3nccnc3N3CCCC3)c3cc[nH]c3n2)ccn1 | i
CCCc1c(C)nc2ncnn2c1Sc1ccc(NC(=O)c2ccc(Cl)cc2)cc1 | i
CCC(=O)Nc1cccc(C(=O)NCCCc2ccncc2)c1 | i
CC(C)OC(=O)c1cc2ccsc2n1CC(=O)NC1CCCCC1 | i
COc1ccccc1CNS(=O)(=O)c1cc(C(=O)N2CCCC2)cs1 | i
CCC(C)N(Cc1ccncc1)C(=O)c1cccc(-c2noc(C)n2)c1 (stereo not given) | i

Some of the compounds tested, so the mix of outcomes need not match the whole.
